High-throughput results as filed in PubChem BioAssay.
TNAP Pi inh – human TNAP enzyme inhibitors, primary screen, biochemical, colorimetric, phosphate release readout; purified TNAP, pNPP, malachite green phosphate absorbance; 21,000 tested, under 10 active; AID 614, 2007; inhibition, % at 20 µM
Target sequence (P05186 whole entry, looked up): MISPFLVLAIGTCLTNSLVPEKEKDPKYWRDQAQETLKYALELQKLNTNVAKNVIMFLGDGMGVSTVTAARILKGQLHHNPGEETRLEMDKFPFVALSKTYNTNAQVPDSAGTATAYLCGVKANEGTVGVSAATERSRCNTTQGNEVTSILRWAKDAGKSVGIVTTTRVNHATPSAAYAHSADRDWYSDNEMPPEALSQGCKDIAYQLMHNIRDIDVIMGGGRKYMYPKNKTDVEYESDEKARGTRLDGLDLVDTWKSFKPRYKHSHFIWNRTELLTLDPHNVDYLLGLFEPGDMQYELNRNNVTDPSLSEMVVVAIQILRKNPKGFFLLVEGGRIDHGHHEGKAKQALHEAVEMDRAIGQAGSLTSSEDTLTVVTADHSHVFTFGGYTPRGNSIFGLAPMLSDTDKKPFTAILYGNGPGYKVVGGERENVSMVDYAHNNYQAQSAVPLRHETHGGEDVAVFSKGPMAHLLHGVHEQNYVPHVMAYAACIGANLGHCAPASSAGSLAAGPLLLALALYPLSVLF
TNAP pNPP inh – human TNAP enzyme inhibitors, primary screen, biochemical, colorimetric, p-nitrophenol readout | Alkaline phosphatase, tissue-nonspecific isozyme (Homo sapiens), P05186 | purified TNAP, pNPP hydrolysis, absorbance 405 nm | inhibition, % at 20 µM | 21,000 tested, under 10 active;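 note: 0% = DMSO only wells and 100% = 1 mM levamisole wells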
Numbers without * were called inactive.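 Rule for the calls: active = inhibition above 50% at the 20 µM single-dose screen; inactive = the rest.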 Not all compounds are listed; rates above refer to the full screens.

The opening 7 compounds, to show the layout:
SMILES	TNAP Pi inh	TNAP pNPP inh
Cc1cc(C)c(S(=O)(=O)O)c(C)n1	5	0
O=C(CN1C2=NCCN2c2ccccc21)N1CCOCC1	9	6
CCc1nnc(NC(=O)c2ccncc2)s1	1	4
CCOC(=O)c1cc2cc(C)ccc2[nH]1	-9	1
O=C(CNC(=O)c1ccco1)OCc1c(F)cccc1Cl	9	4
CCc1cccc2c3c([nH]c12)C(CC)(CC(=O)O)OCC3 (stereo not given)	2	-1
CC(C)(C)NC(=O)c1ccc2c(c1)N(CC(=O)N1CCN(c3ccc(F)cc3)CC1)C(=O)C(C)(C)O2	14	6

This part in full, from the first entry:
SMILES	TNAP Pi inh	TNAP pNPP inh
Cc1cc(C)c(S(=O)(=O)O)c(C)n1	5	0
O=C(CN1C2=NCCN2c2ccccc21)N1CCOCC1	9	6
CCc1nnc(NC(=O)c2ccncc2)s1	1	4
CCOC(=O)c1cc2cc(C)ccc2[nH]1	-9	1
O=C(CNC(=O)c1ccco1)OCc1c(F)cccc1Cl	9	4
CCc1cccc2c3c([nH]c12)C(CC)(CC(=O)O)OCC3 (stereo not given)	2	-1
CC(C)(C)NC(=O)c1ccc2c(c1)N(CC(=O)N1CCN(c3ccc(F)cc3)CC1)C(=O)C(C)(C)O2	14	6
CCCCc1nc2ccccc2c(C(=O)O)c1C	4	2
CC(=O)c1cccc(NC(=O)N2CCCC2C(=O)Nc2cccc(C)c2)c1 (stereo not given)	-10	5
CC(=O)Nc1nc2ccccc2n1Cc1ccccc1C	3	3
CC(C)c1nnc(NC(=O)CN(C)S(=O)(=O)c2ccc3c(c2)OCCO3)s1	2	-1
CC(=O)n1c2ccccc2c2c(C#N)c(N3CCCCC3)sc21	2	4
Cc1ccc2cc(CN(Cc3nnnn3C3CCCCC3)CC3CCCO3)c(=O)[nH]c2c1 (stereo not given)	11	-1
CCCn1c2c(c(O)c(C(=O)Nc3ncccc3O)c1=O)CCCC2	8	2
O=C(Cn1cc(C(=O)c2ccco2)c2ccccc21)NC1CCCC1	17	4
CNC(=O)c1cc(C)c(-c2ccccc2)s1	-7	8
CN=c1scc(C)n1/N=C/c1ccc2c(c1)OCO2	14	-5
O=c1cc(Cn2nnc(-c3ccc(Cl)cc3)n2)nc2sccn12	-15	6
COc1ccc(NC(=O)Nc2c(C)n(-c3ccccc3)c(=O)n2C)cc1OC	14	-2
Cc1ccc(NC(=O)C2CC(=O)NC(N3CCCCC3)=N2)cc1Cl (stereo not given)	9	4
Cn1c(C(=O)OC(C(=O)NC2CCCCC2)c2ccncc2)cc2sccc21 (stereo not given)	11	3
Cc1ccc(C(O)CN2C3=NCCN3c3ccccc32)cc1 (stereo not given)	9	5
CC(=O)N(c1ccccc1)C1SC(=O)N(c2ccccc2)C1=O (stereo not given)	12	6
Cc1ccc(-n2c(SCC(=O)OC(C)C)nnc2-c2cnccn2)cc1	9	3
Cn1c(NCc2ccccc2)nc2c1c(=O)n(Cc1ccc(Br)cc1)c(=O)n2C	8	2
COc1cccc(/C(O)=C2\C(=O)C(=O)N(c3ccccn3)C2c2ccccc2OC)c1 (stereo not given)	-7	-11
CCC(=O)Nc1ccc(S(=O)(=O)c2ccc(NC(=O)CC)cc2)cc1	15	0
c1ccc(CSc2nnc(Cc3ccccn3)o2)cc1	12	4
C=CCC1(O)C(=O)N2C(=C1C(=O)N1CCOCC1)c1ccccc1CC2(C)C (stereo not given)	8	1
CCN(CC(=O)Nc1ccc2c(c1)OCCO2)CC(=O)Nc1cc(C)on1	6	2
O=C(O)c1ccc2c(c1)nnn2C1CCCCC1	14	5
O=C(CCC1CCCC1)N1CCN(C(=O)c2ccco2)CC1	2	-2
COc1ccc(-c2nnco2)cc1OC	10	3
Cc1c(C)n(C(=O)CSc2nncn2C)c2ccccc12	9	6
Nc1cc(N)nc(SCC(=O)Nc2ccc3c(c2)OCCCO3)n1	4	-1
CN(C(=O)c1ccncc1)C1CCS(=O)(=O)C1 (stereo not given)	4	2
CCOc1ccccc1NC(=O)C1CCN(c2ccc(S(=O)(=O)N3CCCC3)cc2)CC1	0	0
COCCn1c(SCC(=O)NCCc2ccccc2)nnc1-c1ccco1	-9	6
N=c1c2c(-c3ccccc3)c(-c3ccccc3)n(Cc3ccco3)c2ncn1Cc1ccco1	5	-3
Nc1nnc(CC(=O)NCc2ccccc2)s1	10	5
OCCNc1nc(-c2ccccc2)c2ccccc2n1	6	0
Cc1cc(C)c(C#N)c(N2CCN(CCOc3ccc(Cl)cc3)CC2)n1	7	4
CCOC(=O)c1ccc(NC(=O)c2cnccn2)cc1	-8	7
COCCCNc1nc2c(c(=O)[nH]c(=O)n2C)n1CC(O)COc1cccc(C)c1 (stereo not given)	5	5
Cc1ccc(S(=O)(=O)Nc2cc(NC(=O)CN3CCOCC3)ccc2Cl)cc1	3	1
COc1ccc(NC(=O)CSc2nnc(-c3cccs3)n2Cc2ccco2)cc1OC	12	3
COc1ccc(-n2c(C)nnc2SCC(=O)N2C(C)CCCC2C)cc1 (stereo not given)	11	4
Cn1c2ccccc2c2cc(C(=O)OCC(=O)N3CC(=O)Nc4ccccc43)sc21	-25	5
CC(=O)[C@@]1(O)CC[C@H]2[C@@H]3C[C@H](C)C4=CC(=O)C=C[C@]4(C)[C@@]3(F)[C@@H](O)C[C@@]21C	11	7
COc1nccc(Nc2ccccc2)c1C#N	16	6
CCN(CC)CCCN1C(=O)C(=O)/C(=C(/O)c2ccccc2)C1c1ccccn1 (stereo not given)	5	-1
COc1ccc(Cl)cc1NC(=O)c1cccnc1	14	9
O=C1CSC(=Nc2ccccc2Cl)N1	0	0
COc1ccccc1-c1nnc(SCc2nc3ccccc3[nH]2)n1C	8	0
O=C(O)c1cc2sccc2s1	10	4
Cc1ccc(NC(=O)c2ccc3c(c2)N(CC(=O)N2CCCCC2)C(=O)C(C)(C)O3)cc1	11	6
O=C(Cn1nnc(-c2ccc(CN3CCOCC3)cc2)n1)Nc1nc(-c2ccccc2)cs1	-1	3
Cn1c(/C(C#N)=C(\O)CN2CCN(Cc3ccccc3)CC2)nc2ccccc21	6	0
COc1cccc(OCCCCCN2CCOCC2)c1	-1	-12
O=C(CNC(=O)c1ccco1)OCC(=O)c1ccc2c(c1)CCCC2	-32	-2

Copied from the list:
Under TNAP Pi inh, Cc1cc(C)c(C#N)c(N2CCN(CCOc3ccc(Cl)cc3)CC2)n1 has the entry 7
Under TNAP Pi inh, COc1ccc(Cl)cc1NC(=O)c1cccnc1 has the entry 14
Under TNAP Pi inh, O=C(O)c1cc2sccc2s1 has the entry 10
Under TNAP pNPP inh, COc1ccccc1-c1nnc(SCc2nc3ccccc3[nH]2)n1C has the entry 0
Under TNAP Pi inh, CC(=O)[C@@]1(O)CC[C@H]2[C@@H]3C[C@H](C)C4=CC(=O)C=C[C@]4(C)[C@@]3(F)[C@@H](O)C[C@@]21C has the entry 11

Laid out differently: entries from further up.
CC(=O)[C@@]1(O)CC[C@H]2[C@@H]3C[C@H](C)C4=CC(=O)C=C[C@]4(C)[C@@]3(F)[C@@H](O)C[C@@]21C
- TNAP Pi inh: 11
- TNAP pNPP inh: 7

Cn1c2ccccc2c2cc(C(=O)OCC(=O)N3CC(=O)Nc4ccccc43)sc21
- TNAP Pi inh: -25
- TNAP pNPP inh: 5

Additional records
SMILES	TNAP Pi inh	TNAP pNPP inh
CN=c1sc2ccccc2n1CC(O)COCc1ccco1 (stereo not given)	0	0
N#CCC(=O)NCC1(c2ccccc2)CCCC1	14	4
COC(=O)c1sccc1NC(=O)C1CC2CCC1C2 (stereo not given)	25	12
O=C(COC(=O)c1ccccc1NC(=O)c1ccco1)NCc1ccc2c(c1)OCO2	-9	-17
CSCC[C@H](NC(=O)OC(C)(C)C)C(=O)N1CCC(C(=O)N[C@H](C(=O)O)C(C)C)CC1	11	4
CCCCc1nnc(NC(=O)CSc2nc(=O)cc(N)n2-c2ccccc2)s1	-6	3
CCOC(=O)CSc1nc(N)c(C#N)c(-c2ccc(OC)cc2)c1C#N	11	3
CCOC(=O)COn1c(=O)c(-c2ccco2)[n+]([O-])c2ccccc21	-20	-1
